GALK inh = inhibitors of human galactokinase | P51570 | Purified GALK, Kinase-Glo residual ATP luminescence | Potency, µM (highest dose often 57.5 µM), for inactives: at the highest dose activity change, negative = inhibition, most hits filed as inhibitors | actives 0.007% (n = 270,000) | AID 1868; further: potency means the concentration at half of the fitted maximal effect; on the % scale 0 is the no-effect control and ±100 the full control effect
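Galactose (100 uM) and ATP (35 uM) were turned over by 5 nM GALK for 1 h at RT. Kinase-Glo Plus then converted the remaining ATP into a luminescent signal.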
Eya2 inh = Eya2 (human) phosphatase inhibition | O00167 | actives 0.006% (n = 330,000) | Potency, µM (top dose mostly 76.9 µM), without a hit: at the top dose activity, negative = inhibition, hits mostly inhibitors | recombinant Eya2, OMFP fluorescence dephosphorylation (OMFP is methylfluorescein phosphate); further: potency means the concentration at half of the fitted maximal effect; on the % scale 0 is the no-effect control and ±100 the full control effect
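Eya2 (0.2 uM) preincubated 10 min at ambient with compound, then OMFP substrate added at 50 uM; 10 min reaction in 50 mM HEPES pH 7.5, 50 mM NaCl, 5 uM MgCl2, 0.05% BSA, 1 mM DTT. Fluorescence read at Ex 485/Em 525 nm.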
Chronic BCR inh = chronic active BCR signaling inhibition; ABC-DLBCL IkBa-CBG/CBR reporter, luminescence ratio, 4 h; Potency, µM (top dose mostly 46.1 µM), without a hit: at the top dose ratio change, negative = lower green/red ratio, most hits filed as inhibitors; actives 0.05% (n = 340,000); active means well fitted inhibition curve with a large enough effect in the signal ratio, with a control signal flat, not every such curve was filed as active; inconclusive means small, poorly fitted or top-dose-only effect, or effect the other way, or a change in a side signal; the % refers to the signal ratio;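 further: potency means the concentration at half of the fitted maximal effect; plate controls were basal doxycycline-induced cells for no effect and cells given 10 µM MG132 for full effect; MG132 reads +100%, hits lower the ratio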
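Compounds up to 46 uM were incubated four hours with TMD8 cells whose green CBG68 luciferase is fused to IkappaBalpha; red CBR luminescence normalised the signal, and concentration-effect curves were fitted to fusion, red and ratio data.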
TSHR antagonist = blocks TSH signaling through the human TSH receptor; AID 504810; actives 0.2% (n = 330,000); TSHR-expressing cells, TSH-stimulated cAMP HTRF, 2 h; active compounds read low; activity change, negative = inhibition, % at 11.5 µM;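 active means activity change below a set negative limit, meaning inhibition stronger than a set level, cut at about -70% in these data; inconclusive means activity change between two set negative limits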; further: on the % scale 0 is the no-effect control and ±100 the full control effect
Target sequence (P16473 whole entry, looked up): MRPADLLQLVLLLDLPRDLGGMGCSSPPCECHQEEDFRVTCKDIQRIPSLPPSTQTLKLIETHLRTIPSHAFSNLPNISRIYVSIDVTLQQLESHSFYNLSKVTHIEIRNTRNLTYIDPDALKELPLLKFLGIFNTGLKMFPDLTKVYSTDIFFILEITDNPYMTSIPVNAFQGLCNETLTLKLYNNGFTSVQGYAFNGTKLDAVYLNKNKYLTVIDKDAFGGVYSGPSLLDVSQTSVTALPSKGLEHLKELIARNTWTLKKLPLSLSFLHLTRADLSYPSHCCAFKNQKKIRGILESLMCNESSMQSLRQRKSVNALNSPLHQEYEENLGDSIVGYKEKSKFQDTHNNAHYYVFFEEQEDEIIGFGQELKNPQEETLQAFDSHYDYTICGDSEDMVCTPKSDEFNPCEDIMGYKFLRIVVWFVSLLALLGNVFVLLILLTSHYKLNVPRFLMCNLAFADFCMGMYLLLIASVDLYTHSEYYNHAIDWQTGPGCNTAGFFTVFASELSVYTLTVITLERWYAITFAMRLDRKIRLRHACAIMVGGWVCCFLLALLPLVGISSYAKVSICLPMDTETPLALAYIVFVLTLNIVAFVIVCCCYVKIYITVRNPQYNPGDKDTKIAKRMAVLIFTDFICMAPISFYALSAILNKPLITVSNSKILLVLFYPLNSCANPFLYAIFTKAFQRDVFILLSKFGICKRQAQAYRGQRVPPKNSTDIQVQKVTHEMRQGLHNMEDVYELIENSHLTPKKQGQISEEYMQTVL
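TSHR-expressing cells, 200/well, pre-treated with compound, then stimulated with EC80 TSH (4nM final) for 2 hours at 37 deg C. cAMP measured by competitive HTRF: anti-cAMP cryptate antibody in lysis buffer plus cAMP-d2, read after 30 minutes at room temperature.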
hERG WT inh = inhibitors of human wildtype KCNH2 potassium channel | activity change, % at 1.84 µM | Q12809 | U2OS, BacMam KCNH2, thallium flux FluxOr; active compounds read low | actives 0.37% (n = 340,000);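 active means maximum activity change below -70%; inconclusive means maximum activity change between -70% and -50%; inactive means maximum activity change above -50%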; further: on the % scale 0 is the no-effect control and ±100 the full control effect
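U2OS cells were transduced with wild-type KCNH2 virus (2.03 x 10^8 / mL) for 4 h at room temperature, then cultured overnight at 37 C. Thallium flux was read with FluxOr dye. Rate constants were normalized to DMSO controls.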
USP2a block = blocks human ubiquitin-specific protease USP2a | USP2 core, Ub-CHOP2 coupled fluorogenic reporter, 485/531 | Potency, µM (top dose mostly 38.3 µM), for the others: top-dose activity change, negative = inhibition, usual class: inhibitors | actives 0.01% (n = 330,000) | O75604;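 further: potency means the concentration at half of the fitted maximal effect; plate controls were DMSO wells for no effect and full inhibition by NEM control for full effect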
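USP2 core (10nM final) preincubated 30min RT with compound in 20mM Tris-HCl pH 8.0, 2mM CaCl2, 2mM beta-mercaptoethanol, 0.05% CHAPS; 25nM Ub-CHOP2 plus 25nM reporter substrate added, fluorescence (Ex485/Em531) read after 60min.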
S-ASM inh = human S-ASM enzyme inhibition; P17405; placental ASM, HMU-PC fluorogenic substrate, 60 min; Potency, µM (top dose mostly 57.5 µM), for inactives: top-dose activity change, negative = inhibition, hits mostly inhibitors; actives 0.006% (n = 340,000); AID 504937; further: potency means the concentration at half of the fitted maximal effect
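Steps: dispense placental human ASM, pin compound, wait 10 min at room temperature, add HMU-PC0 substrate at 9 uM final, incubate 60 min at 37 °C, add stop solution raising pH to 10, read fluorescence.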
Menin-MLL TR inh = inhibitors of human menin-MLL interaction, mutant MLL peptide. actives 0.23% (n = 270,000). AID 1768. Menin + Texas Red MLL mutant peptide, fluorescence polarization. Potency, µM (top dose mostly 61.6 µM), without a hit: top-dose FP activity change, negative = inhibition, actives largely listed as inhibitors; active means well fitted inhibition curve with a large enough effect in the polarisation, with a control signal flat, not every such curve was filed as active; inconclusive means small, poorly fitted or top-dose-only effect, or effect the other way, or a change in a side signal; inactive means no such curve, though single readings can be large or run the other way; the % refers to the polarisation; further: potency means the concentration at half of the fitted maximal effect; % of control where 0% means no effect; many of its hits are not listed in these tables
Mito fusion act = blocks mitochondrial division or promotes mitochondrial fusion; Potency, µM (titrated, usually from 46.1 µM), for inactives: at the top dose growth rescue (activation), actives largely listed as activators; AID 485298; S. cerevisiae fusion-defective mutant growth rescue, CellTiterGlo 48 h; actives 0.23% (n = 320,000);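 further: potency means the concentration at half of the fitted maximal effect; % of control where 0% means no effect; nearly all actives have a fitted effect of over 45% in size; temperature-sensitive fusion mutants such as fzo1-1 at 37 °C on non-fermentable ethanol glycerol medium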
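Yeast fusion mutant, YPEG (non-fermentable carbon), compound, 48 h at 37C non-permissive; CellTiterGlo added, 10 min RT, luminescence read. Rescued growth = division inhibition.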
PKM2 act = activators of human pyruvate kinase M2 | P14618 | Potency, µM (titrated, usually from 57.5 µM), inactives show at the highest dose activation, hits mostly activators | actives 0.34% (n = 260,000) | purified PKM2, Kinase-Glo ATP luminescence, activation; response scale: 0% is enzyme alone, no compound; further: potency means the concentration at half of the fitted maximal effect; on the % scale 0 is the no-effect control and ±100 the full control effect; nearly all actives have a fitted effect of over 55% in size
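ATP formation by purified human PK-M2, quantified via coupled luciferase luminescence after 1 h at room temperature with 0.1 mM ADP and 0.5 mM PEP final.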
MBNL1-CUG inh = MBNL1-poly(CUG) RNA binding inhibition; TR-FRET MBNL1-His/biotin-(CUG)12 binding, 665/545 ratio; Potency, µM (top dose mostly 57.5 µM), inactives show at the highest dose activity change, negative = inhibition, usual class: inhibitors; actives 0.036% (n = 280,000); AID 2675; active means well fitted inhibition curve with a large enough effect in the signal ratio, with a control signal flat, not every such curve was filed as active; inconclusive means small, poorly fitted or top-dose-only effect, or effect the other way, or a change in a side signal; inactive means no such curve, though single readings can be large or run the other way; the % refers to the signal ratio; further: potency means the concentration at half of the fitted maximal effect; on the % scale 0 is the no-effect control and ±100 the full control effect
Target sequence (Q9NR56 whole entry, looked up): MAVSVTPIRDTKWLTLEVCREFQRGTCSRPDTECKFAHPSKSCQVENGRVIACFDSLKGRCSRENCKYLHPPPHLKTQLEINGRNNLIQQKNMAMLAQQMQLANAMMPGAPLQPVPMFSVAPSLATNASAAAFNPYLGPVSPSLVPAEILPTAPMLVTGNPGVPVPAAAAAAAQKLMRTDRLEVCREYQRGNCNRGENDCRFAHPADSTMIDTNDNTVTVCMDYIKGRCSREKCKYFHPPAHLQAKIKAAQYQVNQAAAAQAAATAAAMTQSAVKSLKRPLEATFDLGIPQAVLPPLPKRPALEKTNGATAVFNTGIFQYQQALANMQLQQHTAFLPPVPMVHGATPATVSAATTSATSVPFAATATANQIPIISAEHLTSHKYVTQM
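Ratiometric TR-FRET (665 over 545 nm, excitation 340 nm) tracks disruption of MBNL1-His/biotin-(CUG)12 complex after 60 min at room temperature, with compounds at 92 nM to 58 uM final.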
The depositor's hits bear a star; ? = inconclusive; . = not tested or not shown; [ ] = dose if it differs, or a comment. Unless noted, the call rests on the fitted dose curve; in most records, active means well fitted curve in the direction sought with a large enough effect; inconclusive means small, poorly fitted or top-dose-only effect, or another doubt; inactive means no such curve, though single readings can be large; an effect the other way counts as inactive or inconclusive. An excerpt, so the mix of outcomes need not match the whole.

cpd	canonical_smiles	GALK inh	Eya2 inh	Chronic BCR inh	TSHR antagonist	hERG WT inh	USP2a block
1	CCCc1cc(=O)n2[nH]c(NCc3c(Cl)cccc3Cl)nc2n1	0%	18%	9%	12	-6	0%
2	COc1ccc(NC(=O)CSc2cn[nH]n2)cc1OC	0%	11%	-2%	2	-5	2%
3	Cc1ccccc1Nc1nc(N)nc(CN2CCN(c3ccccn3)CC2)n1	0%	-20%	-1%	12	15	1%
4	COc1cc(Cn2c(=O)c3c(OC)c(C)cnc3n(C)c2=O)cc(OC)c1	2%	-3%	-1%	18	0	1%
5	COc1cc(CNCCSc2nnnn2C)cc(OC)c1OC	-1%	15%	14%	1	13	1%
6	Cc1ccc(-c2c(C(=O)Nc3ccccc3C)c(C)[nH]c(=S)c2C#N)o1	1%	-1%	-10%	2	-1	-2%
7	O=C(Nc1nc(-c2ccccn2)cs1)c1ncc(Cl)c(Cl)c1Cl	0%	5%	?	-21	50	0%
8	C#CCOCCOCCOCCNc1nc(N2CCN(C(=O)[C@H]([C@@H](C)CC)n3cc([C@@H](N)Cc4ccc(O)cc4)nn3)CC2)nc(N2CCN(C(=O)[C@H](Cc3ccc(O)cc3)n3cc([C@@H](N)C(C)CC)nn3)CC2)n1 (stereo partly specified)	1%	-7%	?	-4	-12	-2%
9	Cc1ccc(-c2nnn(CC(=O)NCc3ccccc3)n2)c(-n2cnnn2)c1	-4%	-38%	-1%	7	0	2%
10	COc1ccc(C(CNc2nc(-c3cccnc3)nc3ccccc23)N(C)C)cc1 (stereo unspecified)	-1%	14%	-1%	-9	5	0%
11	Cc1ccc(C(=O)Nc2ccc(N3CCOCC3)cc2)cc1	-1%	-2%	-14%	2	10	0%
12	Cc1cccc(C(=O)OCC(=O)N(CC(C)C)c2c(N)n(Cc3ccccc3)c(=O)[nH]c2=O)c1O	.	-26%	0%	27	4	4%
13	O=C(CSc1ccccc1C(=O)O)NCc1ccccc1	2%	8%	9%	-1	-7	3%
14	COc1ccc(/C=C\c2nc(O)c([N+](=O)[O-])c(=O)[nH]2)cc1O	-6%	3%	-4%	-9	-7	5%
15	C#CC1(NC(=O)NC(C)(C)C)CCCCC1	1%	-13%	-5%	0	-23	0%

cpd	S-ASM inh	Menin-MLL TR inh	Mito fusion act	PKM2 act	MBNL1-CUG inh
1	2%	7%	-3%	-2%	-3%
2	6%	-11%	8%	0%	-7%
3	7%	-2%	-7%	1%	-2%
4	2%	.	3%	.	-5%
5	8%	.	1%	-13%	1%
6	0%	?	10%	-4%	?
7	-4%	27%	-2%	-2%	40%[activator]
8	-3%	?	-2%	0%	-4%
9	-1%	6%	-4%	-3%	-2%
10	24%	?	7%	2%	-14%
11	2%	18%	0%	-33%	-11%
12	12%	.	6%	.	.
13	-1%	10%	1%	9%	-7%
14	-1%	?	5%	.	?
15	0%	1%	2%	-9%	-2%

The list goes on.
cpd	canonical_smiles	GALK inh	Eya2 inh	Chronic BCR inh	TSHR antagonist	hERG WT inh	USP2a block
16	COc1ccc(CC(=O)NCc2ccccc2)cc1S(=O)(=O)N1CCOCC1	1%	-4%	0%	1	10	0%
17	CC1(C)CC(=O)C2=C(C1)N(c1cccc(Cl)c1)C(=O)NC2(C(F)(F)F)C(F)(F)F	1%	-3%	-11%	-7	-7	4%
18	CC(=O)c1cccc(S(=O)(=O)N2CCCC(c3nc4c(nnn4Cc4ccccc4Cl)c(=O)[nH]3)C2)c1 (stereo unspecified)	10%	-6%	5%	-9	-3	-1%
19	CC(NC(=O)C1CCN(S(=O)(=O)c2cnc[nH]2)CC1)c1ccccc1 (stereo unspecified)	.	6%	-1%	-3	0	-2%
20	CCN1C(=O)[C@@H]2[C@@H](c3ccc(-c4ccc(F)cc4)cc3)N3CCC[C@@]3(C(=O)OC)[C@@H]2C1=O	.	-12%	1%	-10	-9	0%
21	COC(=O)c1cc(C(=O)OCC(=O)NCc2cccs2)cc([N+](=O)[O-])c1	.	16%	6%	-3	-5	-1%
22	O=C(CSc1nnc(CNC(=O)c2ccccc2)o1)Nc1ccc2c(c1)OCO2	4%	1%	-4%	9	-10	-1%
23	CCCc1ncc(C(O)c2cccc3ccccc23)n1C (stereo unspecified)	0%	-3%	1%	-1	3	1%
24	COc1cccc(/C=N/N2C(=O)C3C4c5ccccc5C(c5ccccc54)C3C2=O)c1OC (stereo unspecified)	-3%	3%	0%	-3	.	2%
25	Cc1ccc(S(=O)(=O)NCC(=O)OCCOc2ccc(Br)cc2)cc1	.	-3%	0%	.	12	1%
26	O=C(O)CC1(Cc2nc(-c3cccs3)no2)CCCC1	1%	10%	-15%	-2	-8	1%
27	O=C(CCCn1c(SCC(=O)c2ccc(F)cc2)nc2ccccc2c1=O)NCc1ccco1	0%	-16%	1%	-18	11	1%
28	Cc1nn(CC(=O)N2CCC(N3CCCCC3)CC2)c(=O)c2c1sc1ccccc12	-1%	-2%	-6%	2	1	-3%
29	COc1ccc(N2C(=O)c3ccccc3NC2c2ccc(OC)c(CN3CCOCC3)c2)cc1 (stereo unspecified)	-5%	-4%	-11%	-7	3	0%
30	CCN(CC)S(=O)(=O)c1cccc(-c2nnc(SCC(N)=O)n2N)c1	2%	6%	0%	25	13	1%

cpd	S-ASM inh	Menin-MLL TR inh	Mito fusion act	PKM2 act	MBNL1-CUG inh
16	4%	-4%	0%	-1%	-8%
17	3%	12%	0%	-1%	-1%
18	-7%	?	-6%	13%	-15%
19	-1%	-3%	-6%	2%	-3%
20	3%	.	6%	.	.
21	1%	.	-4%	.	.
22	-2%	8%	1%	2%	-6%
23	1%	-26%	-4%	6%	2%
24	.	-3%	0%	0%	2%
25	-12%	.	.	.	.
26	11%	3%	4%	-2%	-9%
27	-2%	?	2%	-2%	7%
28	-2%	0%	-2%	-6%	15%
29	125%[activator]	.	-8%	0%	1%
30	3%	.	-3%	-14%	0%

Next part
cpd	canonical_smiles	GALK inh	Eya2 inh	Chronic BCR inh	TSHR antagonist	hERG WT inh	USP2a block
31	C=CCOc1c2ccc(C(=O)N(CC)c3ccc(OC)cc3)cc2nn1C	-3%	-2%	-1%	-4	4	0%
32	COc1ccc(N2C(=O)CCC(C(=O)NCCN3CCOCC3)C2c2ccc(OC)c(OC)c2)cc1 (stereo unspecified)	2%	20%	3%	5	2	1%
33	CCN(CC(=O)Nc1ccccc1Br)C1CCCCC1	5%	-2%	?	-6	-4	-9%
34	CCOC(=O)CCC(=O)Nc1ccc(S(=O)(=O)N2CCC(C)CC2)cc1	-2%	2%	-4%	27	-15	-1%

cpd	S-ASM inh	Menin-MLL TR inh	Mito fusion act	PKM2 act	MBNL1-CUG inh
31	100%[activator]	3%	5%	1%	3%
32	7%	-8%	-3%	7%	4%
33	0%	?	-5%	-1%	14%
34	-1%	15%	-3%	1%	-3%

2 records picked at random from the list so far, as already listed:
cpd	canonical_smiles	GALK inh	Eya2 inh	Chronic BCR inh	TSHR antagonist	hERG WT inh	USP2a block
1	CCCc1cc(=O)n2[nH]c(NCc3c(Cl)cccc3Cl)nc2n1	0%	18%	9%	12	-6	0%
22	O=C(CSc1nnc(CNC(=O)c2ccccc2)o1)Nc1ccc2c(c1)OCO2	4%	1%	-4%	9	-10	-1%

cpd	S-ASM inh	Menin-MLL TR inh	Mito fusion act	PKM2 act	MBNL1-CUG inh
1	2%	7%	-3%	-2%	-3%
22	-2%	8%	1%	2%	-6%

Excerpt, entries 30–31
cpd	canonical_smiles	GALK inh	Eya2 inh	Chronic BCR inh	TSHR antagonist	hERG WT inh	USP2a block
30	CCN(CC)S(=O)(=O)c1cccc(-c2nnc(SCC(N)=O)n2N)c1	2%	6%	0%	25	13	1%
31	C=CCOc1c2ccc(C(=O)N(CC)c3ccc(OC)cc3)cc2nn1C	-3%	-2%	-1%	-4	4	0%

cpd	S-ASM inh	Menin-MLL TR inh	Mito fusion act	PKM2 act	MBNL1-CUG inh
30	3%	.	-3%	-14%	0%
31	100%[activator]	3%	5%	1%	3%

Bioassay records: PubChem BioAssay, National Center for Advancing Translational Sciences (NCATS)
